Screening results from PubChem.
MCL1-BIM inh – inhibitors of MCL1 binding to BIM-BH3, primary screen, biochemical, fluorescence polarization; Induced myeloid leukemia cell differentiation protein Mcl-1 (Homo sapiens), Q07820; GST-MCL1 / FITC-Bim-BH3 fluorescence polarization; inhibition, % at 10.9 µM; actives 0.68% (n = 320,000);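 active = inhibition above the mean inhibition of all tested compounds plus 3 SD, set per campaign, cut at about 40% in these data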;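 note: 0% = DMSO wells and 100% = unlabeled Bim-BH3 peptide control; higher means more loss of mP so more displacement of Bim peptide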
Target sequence (Q07820 whole entry, looked up): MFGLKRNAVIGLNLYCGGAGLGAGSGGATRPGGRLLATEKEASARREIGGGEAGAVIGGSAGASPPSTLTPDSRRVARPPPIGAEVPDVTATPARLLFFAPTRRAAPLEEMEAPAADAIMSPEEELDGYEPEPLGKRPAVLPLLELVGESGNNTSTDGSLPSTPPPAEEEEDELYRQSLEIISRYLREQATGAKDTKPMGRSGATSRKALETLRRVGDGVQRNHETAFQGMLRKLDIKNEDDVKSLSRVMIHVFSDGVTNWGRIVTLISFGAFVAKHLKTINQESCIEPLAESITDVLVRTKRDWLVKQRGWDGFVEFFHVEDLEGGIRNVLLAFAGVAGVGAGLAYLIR
Efflux pump inh – inhibitors of Candida efflux pumps in yeast, primary screen, S. cerevisiae, Nile Red, multiplex; S. cerevisiae Candida pump triplex; inhibition, % at 10 µM; actives 0.44% (n = 330,000); AID 485275, 2010;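 active = plate passing quality check with inhibition over a set limit, or well fluorescence over plate mean plus 4 SD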;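 note: Nile Red retained in pooled yeast measured as flow cytometry median fluorescence; 0% = buffer negative control and 100% = Enniatin B positive control; higher means more Nile Red kept so more efflux inhibition; some compounds called inactive have numbers as strong as hits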
Yeast superoxide – reduction of superoxide in aged yeast, primary screen, HTS; S. cerevisiae aged cells, superoxide DHE fluorescence; hits give low values; superoxide response (% of plate mean), % at 10 µM; actives 0.18% (n = 330,000); AID 2690, 2010;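 active = superoxide response under a set limit, about three screen SD below normal, cut at about 65% in these data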;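 note: yeast aged for seven days with compound at 30 °C before DHE staining; 100% = average MFI of all compound-treated wells on the plate with controls excluded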
GLD-1 TGE inh – GLD-1/TGE RNA complex disruptors, primary screen, biochemical, fluorescence polarization; purified GLD-1 + fluorescein TGE RNA; actives 0.44% (n = 320,000); Female germline-specific tumor suppressor gld-1 (Caenorhabditis elegans), Q17339; AID 2280, 2010; inhibition, % at 5.96 µM;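 active = percent inhibition above a per-plate cutoff, the plate mean of test compounds plus 3 SD, cut at about 30% in these data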;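 note: 0% = DMSO wells with GLD-1 and probe and 100% = wells lacking GLD-1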
MEX-5 binding – MEX-5 zinc finger RNA-binding disruptors – biochemical, C. elegans, fluorescence polarization, MLPCN library, primary screen; MEX-5/FITC-TCR2 RNA binding; hits give low values; activity score (negative = inhibition of binding), % at 10 µM; AID 1832, 2009; actives 0.38% (n = 300,000); Zinc finger protein mex-5 (Caenorhabditis elegans), Q9XUB2;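 active = inhibition past about -25% in most replicates, and total fluorescence under double the plate's negative control median, limit read from the data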;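 note: 0% = DMSO and -100% = 5 µM competing unlabeled TCR2 RNA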
Target sequence (Q9XUB2 whole entry, looked up): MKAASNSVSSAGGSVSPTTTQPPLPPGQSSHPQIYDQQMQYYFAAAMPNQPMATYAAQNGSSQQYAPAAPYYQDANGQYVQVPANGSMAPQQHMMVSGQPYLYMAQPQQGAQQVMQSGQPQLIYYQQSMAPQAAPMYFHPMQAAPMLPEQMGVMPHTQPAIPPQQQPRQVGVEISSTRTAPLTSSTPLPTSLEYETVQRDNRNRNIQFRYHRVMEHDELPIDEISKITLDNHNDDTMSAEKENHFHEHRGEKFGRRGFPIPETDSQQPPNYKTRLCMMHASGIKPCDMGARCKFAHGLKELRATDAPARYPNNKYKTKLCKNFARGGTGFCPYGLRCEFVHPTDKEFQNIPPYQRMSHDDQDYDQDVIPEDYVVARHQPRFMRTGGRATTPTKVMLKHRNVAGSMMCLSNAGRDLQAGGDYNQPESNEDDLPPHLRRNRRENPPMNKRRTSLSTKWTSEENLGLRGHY
Fam108B inh – mouse Fam108B serine hydrolase inhibitors, primary screen, counter-screen for RBBP9 inhibitor project, biochemical, fluorescence polarization; AID 1947, 2009; inhibition, % at 9.51 µM; recombinant Fam108B, FP-Rh probe fluorescence polarization; actives 0.33% (n = 300,000);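 active = inhibition above the screen mean inhibition plus 3 SD, computed separately per campaign, cut at about 18% in these data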;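 note: inhibitors lower polarization as less probe binds the enzyme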
Bcl-xL primary – inhibitors of human Bcl-xL, primary screen, biochemical, fluorescence polarization, HTS; actives 0.7% (n = 320,000); Bcl-2-like protein 1 (Homo sapiens), Q07817; GST-Bcl-xL / FITC-Bim BH3 peptide fluorescence polarization; inhibition, % at 10.9 µM; AID 2129, 2009;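 active = inhibition above the mean of all tested compounds plus 3 SD, cutoff set per campaign, cut at about 30% in these data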;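 note: 0% = DMSO wells and 100% = unlabeled Bim-BH3 peptide competitor; inhibitors lower millipolarization by displacing the labeled peptide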
Target sequence (Q07817 whole entry, looked up): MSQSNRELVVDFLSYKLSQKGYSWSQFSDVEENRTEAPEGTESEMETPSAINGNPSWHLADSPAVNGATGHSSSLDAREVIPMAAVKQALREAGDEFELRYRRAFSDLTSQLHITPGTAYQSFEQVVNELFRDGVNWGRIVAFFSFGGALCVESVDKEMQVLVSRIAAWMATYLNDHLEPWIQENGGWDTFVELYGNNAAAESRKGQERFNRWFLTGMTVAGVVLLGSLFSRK
EBNA-1 inh – EBNA-1 DNA-binding inhibitors, primary screen, biochemical, fluorescence polarization; inhibition, % at 14.8 µM; actives 0.34% (n = 300,000); AID 1950, 2009; in the data active = inhibition above about 28%
ZTA counter – counter-screen for EBNA-1 inhibitors: inhibitors of Epstein-Barr virus ZTA; inhibition, % at 11 µM; ZTA-DNA binding, fluorescence polarization; actives 0.15% (n = 320,000); in the data active = inhibition above about 33%
* = called active by the depositor; . = not tested or not shown.

SMILES	MCL1-BIM inh	Efflux pump inh	Yeast superoxide	GLD-1 TGE inh	MEX-5 binding	Fam108B inh	Bcl-xL primary	EBNA-1 inh	ZTA counter
Cc1ccsc1-c1nc(CSCC(=O)NCc2ccc3c(c2)OCO3)c(C)o1	6.4	0.1	139.9	-4.6	-0.6	-0.6	2.7	-5.9	-3.9
Cc1ccc(S(=O)(=O)N(CC(=O)O)c2ccc(Cl)c(C(F)(F)F)c2)cc1	-4.2	0.3	116.0	-3.8	1.8	2.9	-2.7	-13.4	2.7
CS(=O)(=O)c1ccc2nc(NC(=O)C3COc4ccccc4O3)sc2c1 (configuration not stated)	7.6	0.2	88.6	-3.7	-0.3	0.0	2.8	6.7	-15.1
COc1ccc(N2CCN(C(=O)c3ccccc3N(C)S(=O)(=O)c3ccccc3)CC2)cc1	-3.2	0.1	121.8	3.9	0.8	0.1	3.2	3.9	-6.0
CC(C)NC(=O)CC1(C(=O)NCc2ccc(Cl)cc2)CCCC1	-3.4	0.2	102.0	-1.9	0.5	6.5	1.7	-23.3	7.0
CN(C)C(=O)Cn1c(SCC(=O)N2CCCc3ccccc32)nc2ccccc21	7.9	-0.1	115.6	-7.2	0.8	-2.9	3.7	-1.9	-11.6
COC(=O)C1=C(C)NC(=O)CC1c1ccccc1 (configuration not stated)	8.2	-0.1	102.7	-2.3	0.4	1.3	5.9	-1.7	-18.8
Cc1cc(C)c2c(N)c(C(=O)NN)sc2n1	12.5	0.1	109.2	-0.9	3.9	6.1	11.1	2.3	9.8
NC(=O)CN1C(=O)/C(=c2\sc3nc(=O)c(Cc4ccccc4)nn3c2=O)c2ccccc21	13.3	-0.1	106.6	5.0	-1.8	0.8	16.4	-11.9	-9.3
CN(C)c1nc(Nc2ccccc2)nc(Oc2ccc(=O)[nH]n2)n1	-2.5	0.1	98.5	-8.9	-0.2	-5.3	-4.2	4.7	4.5
CCOc1ccc(/C=C/C(=O)N2CCOCC2)cc1OC	1.2	-0.1	96.8	-6.6	-0.1	2.4	1.4	13.2	1.3
O=C(O)/C=C/C(=O)Nc1cccnc1	3.8	0.0	77.9	7.9	.	-1.9	8.2	9.7	16.4
O=C(NCC(c1ccco1)N1CCc2ccccc2C1)C(=O)Nc1ccc(F)cc1F (configuration not stated)	2.0	0.2	99.8	-7.7	4.3	-3.5	1.9	-9.1	8.7
Cc1cc(C)n(CC(=O)n2nc(C)cc2C)n1	6.0	0.0	85.9	6.9	-0.1	-0.8	7.6	0.6	-1.6
Cn1c(=O)c2c(nc(SCc3ccccc3F)n2C)n(C)c1=O	7.8	0.1	116.9	-21.4	1.1	1.6	-2.5	-3.7	-18.1
O=S(=O)(c1cccc(-c2nnc(-c3ccc(Br)cc3)o2)c1)N1CCCCCC1	7.3	-0.1	97.4	3.6	3.2	0.1	5.8	7.9	8.0
COc1cc(NC(=O)CNc2cccc(S(=O)(=O)N3CCCC3)c2)cc(OC)c1	0.9	0.1	91.5	-6.7	3.5	-8.9	-6.7	-15.5	-13.3
O=C(Cc1ccccc1)Nc1c2c(nn1-c1cccc(Cl)c1)CS(=O)(=O)C2	4.2	0.3	122.0	7.9	-1.4	-1.8	-6.2	-11.7	-4.0
CC(=O)Nc1ccc(S(=O)(=O)NC(C)C(=O)NC(C)c2ccccc2)cc1 (configuration not stated)	7.5	0.1	95.2	-4.1	-1.2	-2.8	4.6	-11.3	8.8
O=C(COC(=O)c1ccccc1)NCCC1=CCCCC1	-0.5	0.0	106.5	-1.5	0.9	4.2	-5.3	4.0	9.2
O=C(NCc1cccnc1)Nc1cccc(NC(=O)NCc2cccnc2)c1F	4.4	0.1	110.3	5.0	-3.2	-0.9	3.4	-11.6	1.4
CCSc1nnc(NC(=O)NCC(F)(F)F)s1	-3.0	0.0	95.3	-5.9	2.1	1.6	-1.1	-17.3	12.0
CN(C)c1ccc(NC(=O)CN2C3CCCC2CC(NC(=O)c2ccccc2)C3)cc1 (configuration not stated)	5.6	-0.1	83.5	-0.3	-1.3	-3.0	1.7	4.3	2.9
COc1ccccc1N1CCN(C2CCN(C(=O)c3cccc(F)c3)CC2)CC1	9.5	0.3	106.7	0.0	2.2	-3.7	-0.7	-10.4	-8.4
COC(=O)CCCC[C@H]1SC[C@H]2NC(=O)N[C@]21O	11.0	0.0	90.4	1.3	-7.8	-2.0	9.9	1.5	-1.2
Next records follow.
SMILES	MCL1-BIM inh	Efflux pump inh	Yeast superoxide	GLD-1 TGE inh	MEX-5 binding	Fam108B inh	Bcl-xL primary	EBNA-1 inh	ZTA counter
Cc1ccc(C(=O)Nc2cccnc2)cc1[N+](=O)[O-]	5.2	0.0	104.0	0.5	2.4	-1.2	3.5	-3.3	-16.0
Cc1sc2nc(SCC(=O)NCCOCCO)n(C)c(=O)c2c1C	0.8	0.0	100.5	2.4	1.7	0.2	5.9	-5.8	9.2
CC(C)CN(CCNC(=O)CN1N=C(c2ccc(Cl)cc2)CCC1=O)CC(C)C	6.6	0.0	104.3	-5.6	0.6	-1.7	6.2	4.5	-9.9
COC(=O)[C@H]1[C@H]2C[C@@H]3c4[nH]c5cc(OC)ccc5c4CCN3C[C@H]2C[C@@H](OC(=O)/C=C/c2cc(OC)c(OC)c(OC)c2)[C@@H]1OC	6.9	0.2	91.7	-1.8	.	4.4	3.7	8.9	6.7
CCOc1ccc(CCNC(=O)c2cccc(C#N)c2)cc1OCC	-3.8	0.0	107.2	-1.0	-0.9	2.7	-5.9	1.5	3.7
CCN(Cc1cc(=O)[nH]c2ccccc12)C(=O)C(C)C	0.0	0.0	112.6	-4.1	-1.1	-1.1	0.4	-0.8	10.9
COc1cc(/C=C2/N=C(c3ccccc3)OC2=O)c(F)cc1OCc1ccccc1	29.9	1.1	96.7	-0.9	-60.1*	-0.8	6.1	6.8	12.6
CC12COC3(C(=O)N4CCN(c5ccccn5)CC4)CC1CCC32C (configuration not stated)	7.7	0.0	106.4	-5.0	-0.5	0.6	5.5	10.9	12.5
CCC(C)[C@H]1COCCS(=O)(=O)N1Cc1ccccc1F (some centres not stated)	-4.5	0.2	102.7	2.5	1.9	-0.8	-2.5	10.8	-0.7
COc1ccc(C)cc1NC(=O)CN(c1ccc(C)cc1)S(C)(=O)=O	-1.0	-0.2	94.5	-4.3	-1.0	0.2	8.8	-6.1	4.7
COc1ccccc1CCCNC(=O)C1CCC(=O)N(CCc2ccc(Cl)cc2)C1 (configuration not stated)	3.3	0.1	100.7	-2.9	3.2	3.0	7.2	-6.7	-4.1
Cc1ncc(CO)c(/C=N/NC(=O)c2ccc(O)cc2)c1O	9.9	0.0	92.0	10.2	-3.5	-1.0	8.8	-6.5	11.7
COc1ccc(N2CCN(C(=O)Cc3csc(NC(=O)Nc4ccccc4OC)n3)CC2)cc1	-2.5	0.0	91.1	9.6	-1.4	2.1	2.2	-4.2	0.2
CCC(C(=O)O)P(=O)(c1ccc(Cl)cc1)c1ccc(Cl)cc1 (configuration not stated)	0.5	0.1	93.0	2.8	-2.6	4.5	-0.7	-5.2	-12.7
CC1=C(C(=O)OC2CCCCC2)C(c2cccnc2)n2ncnc2N1 (configuration not stated)	-1.5	0.0	99.9	8.9	0.9	-4.8	0.5	-0.1	13.6
O=C(CP(=O)(CO)CO)c1ccc(Cl)cc1	5.6	0.0	100.4	3.3	1.5	1.7	7.8	5.9	4.3
COC(=O)[C@H]1C[C@@H]1[C@H](NS(=O)(=O)c1ccccc1)c1ccccc1	1.9	0.0	97.4	-0.2	4.4	-0.7	-2.9	9.8	0.1
Cc1cc2cc(C(c3nnnn3C3CCCC3)N(Cc3cccnc3)Cc3ccco3)c(=O)[nH]c2cc1C (configuration not stated)	-0.5	0.1	108.4	5.7	4.1	-0.1	3.2	-4.1	6.9
OC(CNCCNc1ncccc1C(F)(F)F)COc1ccc(F)cc1 (configuration not stated)	1.3	-0.1	91.9	2.4	1.8	3.2	1.6	4.6	9.9
O=C1NCCN(Cc2c(F)cccc2Cl)C1CC(=O)N1CCCO1 (configuration not stated)	7.5	-0.2	95.3	3.2	2.5	-3.8	12.8	1.8	4.7
COc1ccc(CN(C(=O)c2oc3ccc(F)cc3c2C)C2CCS(=O)(=O)C2)cc1 (configuration not stated)	3.9	0.0	109.0	5.0	0.0	0.5	5.1	10.8	3.1
CCc1c(C)sc(NC(=O)c2ccco2)c1C(=O)N1CCCCC1	12.0	-0.1	80.6	14.3	-4.3	-4.0	4.5	1.4	-11.8
O=C1CCN(S(=O)(=O)c2ccccc2)CCN1CCOCc1cccc(F)c1	6.4	0.1	99.2	-9.3	0.4	-1.3	1.0	-3.0	-0.5
COc1ccc(NC(=O)Cn2nc(C(=O)O)c3ccccc3c2=O)cc1OC	2.2	0.0	95.2	6.0	-0.5	0.6	-3.5	5.6	6.3
C=C(C)Cn1c(C2CC(=O)N(Cc3ccccc3)C2)nc2ccccc21 (configuration not stated)	6.2	0.1	91.1	-0.1	-2.4	0.0	8.4	5.2	-0.7
(more compounds)
SMILES	MCL1-BIM inh	Efflux pump inh	Yeast superoxide	GLD-1 TGE inh	MEX-5 binding	Fam108B inh	Bcl-xL primary	EBNA-1 inh	ZTA counter
CN(C)c1ccc(CNC(=O)CN(C)S(=O)(=O)c2ccc3c(c2)c(=O)n(C)c(=O)n3C)cc1	-2.5	0.0	103.9	11.6	0.7	1.4	0.8	-10.8	-20.1
NC(=O)N/N=C\c1cc(Br)ccc1O	10.7	0.0	113.8	2.9	0.4	0.2	-0.1	6.3	-17.5
O=C(Nc1cccc(Cl)c1)Nc1cnccn1	-1.2	-0.2	108.4	-1.3	0.9	0.3	1.8	-3.5	0.1
CN(C)S(=O)(=O)c1ccc(C(=O)Oc2ccccc2)cc1	8.0	0.1	111.4	-0.4	-0.1	-3.7	1.6	-5.3	-6.0
COc1cccc(N2C(=O)C(Cc3c[nH]c4ccccc34)NC2=S)c1 (configuration not stated)	6.4	0.1	110.1	-2.5	1.1	-10.2	-2.6	-2.3	-13.1
CN1CCN(CCc2nc3cc(NC(=O)COc4ccc(Cl)cc4)ccc3n2C)CC1	2.0	-0.1	93.2	-2.2	0.6	-2.8	1.6	-1.9	2.2
CCCn1c(NCc2ccc(C)o2)nc2ccccc21	-1.7	-0.1	92.4	5.1	-1.4	-0.8	-0.1	1.3	-7.4
O=C(c1ccccc1)c1ccc(CN2C(=O)c3ccccc3C2=O)o1	1.0	0.0	103.0	7.7	1.7	0.2	4.8	5.5	17.9
CCCn1cc(S(=O)(=O)CC(=O)N2CCc3ccccc32)c2ccccc21	7.8	0.1	105.2	-1.6	-3.9	2.8	5.1	6.4	1.5

Structures shown so far containing a CF3 group (3):
SMILES	MCL1-BIM inh	Efflux pump inh	Yeast superoxide	GLD-1 TGE inh	MEX-5 binding	Fam108B inh	Bcl-xL primary	EBNA-1 inh	ZTA counter
Cc1ccc(S(=O)(=O)N(CC(=O)O)c2ccc(Cl)c(C(F)(F)F)c2)cc1	-4.2	0.3	116.0	-3.8	1.8	2.9	-2.7	-13.4	2.7
CCSc1nnc(NC(=O)NCC(F)(F)F)s1	-3.0	0.0	95.3	-5.9	2.1	1.6	-1.1	-17.3	12.0
OC(CNCCNc1ncccc1C(F)(F)F)COc1ccc(F)cc1 (configuration not stated)	1.3	-0.1	91.9	2.4	1.8	3.2	1.6	4.6	9.9
